MITF act: activators of MITF-driven TRPM1 promoter reporter, primary screen, cell-based, SK-MEL-5, luciferase, single point. SK-MEL-5 TRPM1-promoter luciferase, 24 h; % of positive control, neutral wells = 0. activation, % at 12.5 µM. 300,000 tested, 0.75% active. AID 588334, 2011;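 active = mean activation of at least 80% with every replicate also reaching 80%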;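 also: 0% = neutral control wells and 100% = parthenolide positive control wells; values of inactives mirror those of a sister screen read the other way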
PKA-R1A act: activators of PKA-R1A holoenzyme, primary screen, biochemical, fluorescence polarization, Cy5-IP20, bovine R1A, mouse PKAc; PKA-R1A dissociation; scaled: DMSO 0%, 113 µM cGMP 100%; activation, % at 11.4 µM; 340,000 tested, 0.083% active; AID 504707, 2011;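 active = percent activation above the mean of all tested compounds plus 3 SD, cut at about 19% in these data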;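 also: higher means more PKAc released from R1A so a rise in polarization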
SR-BI DiI inh: inhibitors of SR-BI mediated HDL lipid uptake, primary screen, ldlA[mSR-BI] cells, fluorescence, single point; inhibition, % at 12.5 µM; 320,000 tested, 0.96% active; Scavenger receptor class B member 1 (Mus musculus), Q61009; ldlA[mSR-BI] CHO cells, DiI-HDL uptake fluorescence, 3 h; AID 488896, 2010;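 active = mean replicate inhibition of at least 70% and a set share of replicates each scoring 70 or more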;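 also: 0% = median of neutral control wells and 100% = median of positive control wells; values of inactives mirror those of a sister screen read the other way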
Target sequence (Q61009 whole entry, looked up): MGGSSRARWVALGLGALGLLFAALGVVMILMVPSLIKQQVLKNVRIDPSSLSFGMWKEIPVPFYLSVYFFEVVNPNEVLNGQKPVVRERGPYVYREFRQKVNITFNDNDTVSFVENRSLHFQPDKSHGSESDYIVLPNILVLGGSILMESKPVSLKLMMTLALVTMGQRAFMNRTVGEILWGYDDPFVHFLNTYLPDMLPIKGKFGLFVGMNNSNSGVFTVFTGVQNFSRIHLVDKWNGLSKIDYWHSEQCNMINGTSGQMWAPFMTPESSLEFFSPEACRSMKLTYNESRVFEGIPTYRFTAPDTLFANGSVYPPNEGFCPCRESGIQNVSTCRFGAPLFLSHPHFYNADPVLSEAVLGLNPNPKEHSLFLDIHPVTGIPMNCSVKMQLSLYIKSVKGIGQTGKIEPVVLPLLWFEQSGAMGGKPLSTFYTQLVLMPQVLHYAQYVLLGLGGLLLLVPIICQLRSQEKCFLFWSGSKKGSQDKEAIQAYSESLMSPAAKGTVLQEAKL
Arr AP2 block: inhibitors of beta-arrestin/AP2 binding, primary screen, biochemical, GPCR trafficking, flow cytometry | beta-arrestin 1 C-terminal peptide binding to AP2 beta2-adaptin appendage (human) | FITC-arrestin peptide / GST-AP2 beads; AP2 beta2 appendage carries R879A mutation | inhibition, % at 10 µM | 340,000 tested, 0.31% active;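 active = inhibition above a set limit, near 3 SD of compounds lacking own fluorescence, cut at about 54% in these data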;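 also: plate controls were DMSO wells for no effect and 5 µM unlabelled arrestin peptide for full effect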
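test system = AP2 appendage R879A on GSH beads | buffer or medium = PBS plus Tween 20 (0.05%) and BSA (0.1%) | incubation = 12 min plus 1 h, RT | detection = bead flow cytometry, FITC channel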
PKA-R2B activ: activators of PKA-R2B holoenzyme, primary screen, biochemical, fluorescence polarization, Cy5-IP20, human | PKA-R2B holoenzyme dissociation; R2B truncated from residue 108, S112A mutant; 0% DMSO only, 100% 113 µM cGMP | activation, % at 11.4 µM | 340,000 tested, 0.079% active;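 active = activation above a cutoff set at the mean over all compounds plus 3 SD, cut at about 18% in these data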;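 also: higher means more holoenzyme dissociation and a rise in polarization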
CDK5 p35 inh: inhibitors of human CDK5/p35 kinase, primary screen, biochemical, single concentration | Cyclin-dependent kinase 5 (Homo sapiens) + Cyclin-dependent kinase 5 activator 1 (Homo … | Recombinant CDK5/p35, ADP-Glo luminescence, 60 min | inhibition, % at 10 µM | 330,000 tested, 0.01% active | AID 488839, 2010;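 active = highest replicate inhibition of at least 50% and at least 75% of replicates reaching 50%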;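 also: plate controls were DMSO neutral control for no effect and GW8510 at 10 µM for full effect; many of its hits are not listed in these tables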
dFosB act: activators of delta FosB homodimer, primary screen, biochemical, fluorescence polarization, TAMRA-CDK5 oligo, single point | purified delta FosB; percent of positive-control signal above neutral wells | 340,000 tested, 0.99% active | activation, % at 25 µM | Protein FosB (Mus musculus), P13346;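 active = mean activation above about 17%, with every replicate also reaching it, limit read from the data, passing the limit was not always enough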;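 also: fluorescence polarization rise as delta FosB binds a TAMRA Cdk5 AP-1 oligo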
Target sequence (P13346 whole entry, looked up): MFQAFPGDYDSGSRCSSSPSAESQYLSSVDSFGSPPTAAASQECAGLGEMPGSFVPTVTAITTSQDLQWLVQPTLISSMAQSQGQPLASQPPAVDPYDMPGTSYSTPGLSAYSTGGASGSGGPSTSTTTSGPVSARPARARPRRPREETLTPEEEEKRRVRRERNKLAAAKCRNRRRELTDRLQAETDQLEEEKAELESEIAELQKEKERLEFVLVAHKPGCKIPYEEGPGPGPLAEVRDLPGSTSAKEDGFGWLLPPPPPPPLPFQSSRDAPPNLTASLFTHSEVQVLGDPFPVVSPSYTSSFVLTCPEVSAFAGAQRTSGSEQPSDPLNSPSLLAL
DSG3 Ab inh: inhibitors of pemphigus antibody binding to DSG3, primary screen, biochemical, bead-based, flow cytometry, scFv-GFP. Desmoglein-3 (Homo sapiens), P32926. DSG3-coupled beads, scFv-anti-DSG3-GFP binding; stronger effect = lower value. binding (percent of control), % at 10 µM. 310,000 tested, 0.48% active;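 active = binding more than 3 SD below its plate's average and above zero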;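 also: hits lower antibody fragment binding to DSG3; some compounds called inactive have numbers as strong as hits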
SUMO Mot1 rescue: yeast Mot1-301 growth rescue at high temperature, primary screen, SUMOylation pathway inhibitor project, S. cerevisiae, ATP luminescence, 38.5C; S. cerevisiae Mot1-301 growth rescue; percent above DMSO median, 100 means doubled; growth rescue, % at 18.8 µM; 320,000 tested, 1% active; AID 2716, 2010;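 active = every valid replicate shows activation above 250% relative to neutral control wells; inactive = the rest, any valid replicate at or below 250%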;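 also: OY570 slx delta 5 strain wells were the positive control but not used for scaling; some compounds called inactive have numbers as strong as hits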
SR-BI DiI-HDL act: activators of SR-BI mediated DiI-HDL uptake, primary screen, ldlA[mSR-BI] CHO cells, DiI fluorescence; activation, % at 12.5 µM; 320,000 tested, 0.096% active; 3 h; 100 = double the neutral-control signal;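 active = mean replicate activation of at least 60% and every replicate at or above 60%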;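 also: 0% = median plate neutral-control signal and 100% = twice that signal; values of inactives mirror those of a sister screen read the other way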
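Material: SR-BI-overexpressing, LDLR-lacking CHO cells | Dosing: Single compound concentration, delivered by pin transfer | Probe or stimulus: Labelled HDL, 10 µg/mL | Signal: Bottom-read cell fluorescence after medium removal, ex 550/em 595 nm | Schedule: 3 h, 37 °C | Evaluation: HDL uptake via cellular fluorescence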
NSD2 HMT inh: NSD2 histone methyltransferase inhibitors, primary screen, biochemical, AlphaScreen, single concentration, set 2; Histone-lysine N-methyltransferase NSD2 (Homo sapiens), O96028; NSD2 peptide methylation, 120 min; inhibition, % at 12.5 µM; 310,000 tested, 0.54% active; AID 743445, 2014; in the data active = inhibition above about 50%
* = called active by the depositor; · = no result given.

canonical_smiles	MITF act	PKA-R1A act	SR-BI DiI inh	Arr AP2 block	PKA-R2B activ	CDK5 p35 inh	dFosB act	DSG3 Ab inh	SUMO Mot1 rescue	SR-BI DiI-HDL act	NSD2 HMT inh
CCCCCCn1c(N2CCC(C(N)=O)CC2)nc2c1c(=O)n(C)c(=O)n2C	-6	8	-35	7	-4	-0.2	-6	·	·	35	-1
CCCC(C(=O)NC1CCCC1)N(CC1CCCO1)C(=O)CNS(=O)(=O)c1ccccc1 (centres undefined)	-9	-9	-11	22	-14	1.1	2	95	-4	11	0
COc1ccc(N(CC(=O)NC2CCCCCC2)S(=O)(=O)c2ccc(C)cc2)cc1OC	1	-5	15	9	-11	-2.1	27*	·	7	-15	-1
CCN(CC(=O)NC1CC1)S(=O)(=O)c1ccc(OC)cc1	-1	-5	0	0	-9	-2.9	1	·	-10	0	-7
CCC(C)c1ccc(N(CC(=O)NC(C)(C)C)C(=O)CNC(=O)c2cccs2)cc1 (centres undefined)	-5	4	-21	4	-13	0.6	-18	101	11	21	1
ONC(=Nc1ccccc1Cl)c1ccccc1Cl	·	-18	-10	9	-8	1.5	-9	97	96	10	1
N#Cc1c(-c2ccccc2)cc(C2CC2)nc1SCC(=O)O	-3	9	2	1	-10	0.2	-8	87	7	-2	-1
CCn1c(O)c(N=NC(=S)NCC2CCCO2)c2ccccc21 (centres undefined)	-2	-7	-5	-34	-9	-3.2	-5	98	179	5	2
CCOc1ccccc1CNC(=O)C1Cc2cc(S(=O)(=O)N3CCCCC3)ccc2N1C(C)=O (centres undefined)	-7	6	0	23	6	0.3	-10	108	15	0	4
C[C@H](CO)N1C[C@H](C)[C@@H](CN(C)S(=O)(=O)c2cccs2)Oc2c(NC(=O)c3ccncc3)cccc2C1=O	4	2	4	-2	6	0.2	0	104	1	-4	·
CCOc1cc(C2C(C(=O)OCC(C)C)=C(C)N=C3SCCC(=O)N32)ccc1OC(C)=O (centres undefined)	·	-4	·	30	-5	0.0	-4	·	-25	·	-3
Cc1ccc(N(CC(=O)NC2CCCC2)C(=O)CCCC(=O)Nc2ccccn2)cc1C	2	0	24	14	-3	-0.8	2	104	-2	-24	1
CCN(CC)C1=N/C(=C\c2ccco2)C(=O)N1c1ccccc1	4	9	4	-2	0	·	-8	91	402	-4	-7
CCOc1ccc(CCNC(=O)c2nnc(Cc3ccc(F)cc3)o2)cc1OCC	-1	-11	-17	-6	5	0.9	-8	98	0	17	·
COc1cc2nc(SCC(=O)c3ccc(Br)cc3)n3nc(C)nc3c2cc1OC	8	5	29	3	0	-0.4	-2	86	1	-29	-4
CCOC(=O)c1[nH]c2ccccc2c1NC(=O)CCN1CCN(C(=O)OCC)CC1	23	-2	5	-2	-5	0.5	-8	108	-29	-5	-3
Cc1c(Cl)c(-c2n[nH]c(=S)n2-c2ccc(F)cc2)nn1C	6	-11	-3	7	-7	-1.9	1	·	-7	3	0
c1ccc2c(Nc3ccc4c(c3)OCCO4)c3c(nc2c1)CCC3	-12	2	33	-7	0	0.1	6	115	9	-33	8
CC1CCCCC12NC(=O)N(CC(=O)Nc1sccc1C(N)=O)C2=O (centres undefined)	3	-11	-5	-10	12	-1.5	-9	96	3	5	0
Cc1ccc(CNC(=O)CCNC(=O)N2CCn3c2nc2ccccc23)cc1	6	-9	-8	25	-4	1.8	-5	90	2	8	1

The list continues.
SMILES	MITF act	PKA-R1A act	SR-BI DiI inh	Arr AP2 block	PKA-R2B activ	CDK5 p35 inh	dFosB act	DSG3 Ab inh	SUMO Mot1 rescue	SR-BI DiI-HDL act	NSD2 HMT inh
O=C(O)c1ccc(CSc2nnnn2-c2ccc(F)cc2)cc1	4	-4	-20	17	3	4.5	2	88	-2	20	-2
COc1cccc(NC(=O)CN(C)C(=O)/C=C/c2cn(-c3ccccc3)nc2-c2ccc(C)cc2)c1	17	11	24	0	10	-1.9	-10	97	-8	-24	-1
N=c1c(S(=O)(=O)c2ccc(Br)cc2)cc2c(=O)n3ccccc3nc2n1C1CCCCC1	11	-3	-3	2	-5	·	-1	104	8	3	-1
COc1ccc(-n2c(=S)[nH]c3cc(C(=O)NCCCN4CCOCC4)ccc3c2=O)c(OC)c1	-4	-2	-6	13	-3	1.6	-9	91	7	6	0
CN(C(=O)CSc1nnc(-c2cccs2)n1C1CC1)C1CCS(=O)(=O)C1 (centres undefined)	6	12	2	8	-11	0.5	-3	101	·	-2	-2
COc1ccc(CNCC(O)(c2ccccc2)c2ccc(Cl)cc2)cc1 (centres undefined)	·	-5	13	8	-4	4.4	-1	97	-2	-13	-2
COc1ccc(C(=O)OCC(=O)Nc2c(C)n(C)n(-c3ccccc3)c2=O)cc1OC	1	-7	-18	-6	4	-1.2	-3	97	·	18	2
COc1ccc(C2CC(c3cccc(Cl)c3)n3nc(N)nc3N2)cc1 (centres undefined)	2	8	13	3	-1	-1.6	-15	103	-6	-13	·
COCC1CCN(c2nc3nonc3nc2N2CCSCC2)C1 (centres undefined)	-4	-9	-29	-2	0	-0.5	0	87	-15	29	-3
COC(=O)c1ccc(-c2noc(CN(Cc3ccncc3)CC3CCCO3)n2)cc1 (centres undefined)	-3	-6	32	16	4	1.2	-7	93	9	-32	-5
CCC(C)c1ccc(NC(=O)N2CCOCC2)cc1 (centres undefined)	24	-16	-16	-3	-3	-0.3	-6	93	9	16	-2
O=C(COC(=O)c1ccc(S(=O)(=O)C(F)F)cc1)Nc1cccnc1Cl	4	0	-17	-11	-7	-0.4	5	100	-10	17	0
COc1ccc(S(=O)(=O)N(CC(=O)N2CCOCC2)Cc2ccccc2)cc1C	14	4	8	1	-1	-2.9	-7	104	-18	-8	3
CCCNC(=O)CCc1c(C)nc2c(c(C)nn2-c2ccc(C)cc2)c1C	-3	0	26	5	3	-1.6	0	103	13	-26	1
Cn1cccc1C(=O)NCc1ccc(Cl)cc1	2	3	-13	21	3	0.7	-8	100	-25	13	6
CCCS(=O)(=O)N1CCN(Cc2ccccc2[N+](=O)[O-])CC1	14	-10	-15	1	-11	1.8	0	99	113	15	-2
CCn1c(SCc2nc(-c3ccc(Cl)cc3)no2)nnc1-c1ccco1	·	7	13	2	-2	0.2	-10	100	-8	-13	-1
Cc1ccc(-n2c(SCC(=O)NCc3ccco3)nc3c(sc4ccccc43)c2=O)cc1	4	-9	-13	-1	0	0.6	-3	115	-6	13	22

Not a retest: entries from further up.
SMILES	MITF act	PKA-R1A act	SR-BI DiI inh	Arr AP2 block	PKA-R2B activ	CDK5 p35 inh	dFosB act	DSG3 Ab inh	SUMO Mot1 rescue	SR-BI DiI-HDL act	NSD2 HMT inh
CCCNC(=O)CCc1c(C)nc2c(c(C)nn2-c2ccc(C)cc2)c1C	-3	0	26	5	3	-1.6	0	103	13	-26	1
Cn1cccc1C(=O)NCc1ccc(Cl)cc1	2	3	-13	21	3	0.7	-8	100	-25	13	6
CCCS(=O)(=O)N1CCN(Cc2ccccc2[N+](=O)[O-])CC1	14	-10	-15	1	-11	1.8	0	99	113	15	-2
CCn1c(SCc2nc(-c3ccc(Cl)cc3)no2)nnc1-c1ccco1	·	7	13	2	-2	0.2	-10	100	-8	-13	-1
Cc1ccc(-n2c(SCC(=O)NCc3ccco3)nc3c(sc4ccccc43)c2=O)cc1	4	-9	-13	-1	0	0.6	-3	115	-6	13	22

Random draw from the library. About 4.7% of those tested had a hit in this group.
